High-throughput results as filed in PubChem BioAssay.
MITF primary = MITF inhibitors, primary screen, biochemical, AlphaScreen, human | AlphaScreen MITF homodimerization, bead proximity signal | AID 1259374, 2018 | inhibition, % at 2.6 µM | Microphthalmia-associated transcription factor (Homo sapiens), O75030 | 0.91% of 650,000 active; in the data active means inhibition above about 50%;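 further: 0% = vehicle wells with protein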
Target sequence (O75030 whole entry, looked up): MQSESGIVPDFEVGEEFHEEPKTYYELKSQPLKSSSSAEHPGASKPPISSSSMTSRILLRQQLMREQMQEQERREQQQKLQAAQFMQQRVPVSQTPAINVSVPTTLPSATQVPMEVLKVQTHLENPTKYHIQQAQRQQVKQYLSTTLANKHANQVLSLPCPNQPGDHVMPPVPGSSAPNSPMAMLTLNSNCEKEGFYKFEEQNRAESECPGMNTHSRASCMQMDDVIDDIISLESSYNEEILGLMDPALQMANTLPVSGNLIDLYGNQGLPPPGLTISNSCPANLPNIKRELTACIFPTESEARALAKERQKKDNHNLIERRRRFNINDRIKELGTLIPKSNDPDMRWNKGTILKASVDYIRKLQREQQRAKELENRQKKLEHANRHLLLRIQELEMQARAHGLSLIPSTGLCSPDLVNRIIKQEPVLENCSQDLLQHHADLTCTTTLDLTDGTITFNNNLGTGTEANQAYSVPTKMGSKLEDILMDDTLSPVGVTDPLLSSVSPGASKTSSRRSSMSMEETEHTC
GPR151 ag = activators of human GPR151, primary screen, cell-based, PathHunter beta-arrestin, luminescence; G-protein coupled receptor 151 (Homo sapiens), Q8TDV0; PathHunter beta-arrestin GPR151 cells; activation, % at 11.2 µM; 1% of 650,000 active; AID 1508602, 2020; in the data active means activation above about 4.9%;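 further: 0% = median of compound wells and 100% = cells with positive control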
Target sequence (Q8TDV0 whole entry, looked up): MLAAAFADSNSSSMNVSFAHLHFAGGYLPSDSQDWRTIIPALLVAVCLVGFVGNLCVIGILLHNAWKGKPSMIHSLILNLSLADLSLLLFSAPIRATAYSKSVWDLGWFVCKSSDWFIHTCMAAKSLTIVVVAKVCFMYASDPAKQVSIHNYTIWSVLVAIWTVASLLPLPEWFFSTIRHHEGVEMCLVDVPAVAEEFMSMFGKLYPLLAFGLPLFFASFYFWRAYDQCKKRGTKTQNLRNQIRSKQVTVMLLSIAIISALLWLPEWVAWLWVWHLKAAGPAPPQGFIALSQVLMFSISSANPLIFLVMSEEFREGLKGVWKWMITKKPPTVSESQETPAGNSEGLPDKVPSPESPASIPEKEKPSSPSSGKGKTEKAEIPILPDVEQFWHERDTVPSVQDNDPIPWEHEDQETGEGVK
FBW7 activator = FBW7 E3 ligase activators, primary screen, biochemical, AlphaScreen, human; F-box/WD repeat-containing protein 7 (Homo sapiens), Q969H0; AlphaScreen FBW7–phospho-cyclin E peptide binding, activator screen; normalized activity (activation), % at 26.1 µM; 0.13% of 650,000 active; in the data active means normalized activity above about 1.9%;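 further: purified mutant Fbw7 with reduced substrate affinity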
TEAD-YAP block = TEAD-YAP interaction inhibition, primary screen, TEAD-YAP interaction inhibitor project, luminescence, HEK-TIYL cells; TEAD-Gal4/YAP UAS-luciferase luminescence; inhibition, % at 9.12 µM; 1.4% of 640,000 active; in the data active means inhibition above about 32%;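 further: 0% = median of test compound wells and 100% = reference inhibitor wells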
* = called active by the depositor. Not a hit list; 3.5% or so of the library scored in one or more.

SMILES | MITF primary | GPR151 ag | FBW7 activator | TEAD-YAP block
Cc1ccc(C2/C(=C(/O)c3ccccc3)C(=O)C(=O)N2CCN(C)C)o1 (centres undefined) | -4 | 0.5 | 0.2 | 6
CCCOC(=O)c1ccc(NC(=O)c2cccnc2)cc1 | -6 | 1.7 | -0.1 | -39
O=C(OC1CCCCC1=O)c1ccc(S(=O)(=O)N2CCCc3ccccc32)cc1 (centres undefined) | 5 | -0.2 | -0.1 | -1
COc1ccccc1C(=O)NCc1nnc(SCC(=O)N2N=C(c3cccs3)CC2c2ccc(C)cc2)n1-c1ccc(F)cc1 (centres undefined) | 10 | 0.3 | 0.3 | 2
CN(C)CCNC(=S)NC(=O)c1ccco1 | 22 | -0.5 | 0.8 | -4
COc1ccc(CNC(=O)CCSCc2ccccc2Cl)cc1 | 6 | -1.0 | 0.0 | 3
O=C(NCC1CCCO1)C1CCC(Cn2c(=S)[nH]c3ccsc3c2=O)CC1 (centres undefined) | -4 | -0.4 | -0.1 | -6
COc1cccc(NC(=O)C(C)N(c2ccc(Oc3ccccc3)cc2)S(C)(=O)=O)c1 (centres undefined) | -9 | 0.9 | -0.2 | -11
COc1ccc(CN2C(=O)NC(=O)/C(=C\c3c(OC)cc(OC)cc3OC)C2=O)cc1 | 2 | -0.1 | -0.9 | -1
CC(C)(C)NC(=O)CN(Cc1ccccc1Cl)C(=O)CCC(=O)Nc1nccs1 | 26 | -1.4 | 0.0 | -5
O=C1c2ccccc2C(=O)C1c1cc2ccccc2cn1 | 16 | -1.5 | -0.2 | -6
O=C1CS/C(=N\N=C\c2ccc(O)cc2)N1 | 9 | 7.4* | -0.2 | -2
Cc1cc(NCCc2ccc(S(N)(=O)=O)cc2)n2nc(-c3cccc(F)c3)cc2n1 | 8 | 1.0 | -0.1 | -5
COc1cc(-c2cn[nH]c2)c(F)cc1NC(=O)C(N)c1cccc(F)c1 (centres undefined) | 8 | -0.5 | 0.3 | 11
CCCn1c(C)cc(/C=C(\C#N)C(=O)OCC(=O)Nc2cccc(S(N)(=O)=O)c2)c1C | 13 | -0.8 | 0.0 | -20
O=C(NCc1ccccc1)C(=O)NCC1OCCN1S(=O)(=O)c1ccc(F)cc1 (centres undefined) | 3 | -0.3 | -0.1 | 2
C/C(N)=C(/C#N)C(=O)CSc1nc(N)cc(=O)[nH]1 | 1 | -1.7 | -0.2 | -5
Cc1c(C(=O)Nc2cccc(C(F)(F)F)c2)sc2ncn(CC(=O)N3CCN(c4ccccn4)CC3)c(=O)c12 | 7 | 0.7 | 0.3 | 1
COc1ccc(C2Nc3ccccc3C(=O)N2c2ccc(Cl)cc2)cc1 (centres undefined) | -2 | -3.5 | -0.1 | -70
N#Cc1c(N)nc2c(c1-c1ccccc1Cl)CCCC2 | 12 | -2.2 | 1.1 | -7
CN1C(=O)N(CC(=O)c2ccccc2F)C(=O)C12CCCCC2 | 20 | -0.9 | -0.1 | -12
COc1ccccc1NC(=O)CSc1nnc(CNC(=O)c2ccc(C)cc2)n1C | -16 | 1.2 | 0.0 | 9
CCCCn1c(CNC(=O)c2cccc(C)c2)nnc1SCC(=O)Nc1sc2c(c1C(=O)OCC)CCCC2 | -9 | -0.6 | -0.1 | -7
CN(C1CCCCC1)S(=O)(=O)c1cc(Br)cc2c1N(C(=O)C1CC1)CC2 | 2 | 0.1 | -0.1 | 4
COP(=O)(OC)c1nc(-c2ccc(C)cc2)oc1NCc1ccccc1 | 13 | 2.1 | 0.0 | 1
Cc1c(C(N)=O)sc2ncn(Cc3ccccc3Cl)c(=O)c12 | -5 | 1.6 | 0.2 | -2
OCCN(CCO)CC(O)COc1ccc2ccccc2c1 (centres undefined) | -15 | 0.4 | 0.0 | -16
CN1C(=O)NC(=O)/C(=C/c2cn(Cc3ccccc3)c3ccccc23)C1=O | 6 | -0.1 | -0.3 | 11
COc1ccc(C(=O)N/N=C/c2ccccc2Cl)cc1 | 6 | 0.1 | 0.0 | -44
OCCNc1nc(Nc2cnccn2)nc2c1ncn2Cc1ccc(C(F)(F)F)cc1 | 0 | -0.7 | 0.1 | 4
O=C(CCc1ccccc1)NCC(=O)N/N=C/c1ccco1 | 0 | 1.1 | 0.0 | -5
CCn1c(SCC(=O)Nc2nc3ccccc3s2)nnc1C(C)C | 12 | -0.7 | 0.1 | -15
CCN(CC)c1ccc2cc(NC(=O)c3ccc([N+](=O)[O-])cc3)c(=O)oc2c1 | 2 | 0.3 | 0.3 | 4
O=C(CCN1CCN(c2ccccc2)CC1)NNC(=O)Cn1cnc2ccccc2c1=O | 9 | -0.1 | 0.1 | 3
Nc1ccc(C(=O)Nc2nc3ccc(Cl)cc3s2)cc1 | 9 | 0.3 | 0.7 | -28
CC(C)n1c(-c2ccc(Cl)cc2)n[nH]c1=S | -5 | 0.3 | -0.2 | -8
CC(C)n1c(Nc2ccc(N3CCOCC3)cc2)nc2c(NCCN3CCOCC3)ncnc21 | 6 | 0.4 | -0.1 | 0
CN(CC(=O)Nc1cccc2c1CCCC2)S(=O)(=O)c1ccc(Br)cc1 | 5 | -0.5 | 0.1 | 6
CCOC(=O)c1sc2nc(C(C)Cl)[nH]c(=O)c2c1C (centres undefined) | 11 | -2.2 | 0.5 | -5
COC(=O)C1=C(C)NC(=O)NC1c1cccc(OC)c1OCc1ccccc1 (centres undefined) | -2 | 0.0 | 0.0 | -3

Brought forward from above: 3 compounds, followed by the next part.
SMILES | MITF primary | GPR151 ag | FBW7 activator | TEAD-YAP block
CN(CC(=O)Nc1cccc2c1CCCC2)S(=O)(=O)c1ccc(Br)cc1 | 5 | -0.5 | 0.1 | 6
CCOC(=O)c1sc2nc(C(C)Cl)[nH]c(=O)c2c1C (centres undefined) | 11 | -2.2 | 0.5 | -5
COC(=O)C1=C(C)NC(=O)NC1c1cccc(OC)c1OCc1ccccc1 (centres undefined) | -2 | 0.0 | 0.0 | -3
COc1ccc(CN2C(=O)C3C(c4ccc(C)cc4)OC4(C(=O)c5ccccc5C4=O)C3C2=O)cc1 (centres undefined) | 4 | -0.6 | 0.0 | 7
O=C(CSc1nc(-c2ccccc2)c(-c2ccccc2)o1)N1c2ccccc2Sc2ccc(Cl)cc21 | 17 | 0.2 | 0.2 | 6
O=C(Nc1ccc(F)c(Cl)c1)C1CC(=O)N(c2ccc(F)cc2)C1 (centres undefined) | -9 | 1.4 | 0.0 | 4
c1ccc(OCCNc2nc(Nc3ccncc3)nc3c2ncn3C2CCCCC2)cc1 | 4 | 1.6 | -0.1 | 4
Cc1cn(C2CCC(CO)O2)c(=O)[nH]c1=O (centres undefined) | -1 | 0.6 | -0.1 | -3
Cc1ccc(S(=O)(=O)N2c3ccccc3-c3ccccc3S2(=O)=O)cc1 | 10 | 0.2 | 0.3 | 29
COc1ccc(CN(C(=O)c2ccccc2C(=O)O)c2ccccn2)cc1 | 18 | -2.3 | 0.1 | -47
O=S(NCc1ccccc1)C12CC3CC(CC(C3)C1)C2 (centres undefined) | -2 | -0.3 | -0.1 | 2
CCc1ccc(C(=O)N2CCN3C(=O)[C@H](C(C)C)NC(=O)[C@H]3C2)cc1 | -11 | 2.2 | 0.0 | 3
Cn1ncc2c(Nc3ccc(S(N)(=O)=O)cc3)ncnc21 | -4 | 0.9 | -0.3 | -1
Cc1ccc(C)c(S(=O)(=O)n2c([N+](=O)[O-])cnc2C)c1 | 7 | -0.3 | 0.1 | 0
CCc1c(C)sc(NC(=O)C2CC(c3cccc(Br)c3)=NO2)c1C#N (centres undefined) | 10 | -1.6 | 0.0 | 2
COc1ccc(CNC(=O)COc2ccc(OC)cc2)cc1 | 4 | 1.6 | 0.0 | 7
Cn1c(=O)c2cc(C(=O)Nc3ccc(Cl)cc3)sc2n(C)c1=O | -8 | 0.0 | -0.2 | -5
O=C(Nc1ncccn1)c1cccc(C(F)(F)F)c1 | -4 | -0.5 | -0.3 | 4
CC(C)CNC(=O)c1cn(C2CCCCC2)cc(C(=O)NCCc2cccnc2)c1=O | 51* | -1.2 | 0.1 | -43
O=C(NCc1nc2ccccc2n1Cc1ccccc1F)c1cccs1 | 7 | -1.3 | 0.5 | -6
COC(=O)c1ccccc1NC(=O)COc1ccc(Cl)c(C)c1 | 5 | 0.0 | -0.1 | -5
CCOC(=O)C1=NN(c2ccc(Cl)cc2)C2C(=O)N(c3ccc(C)cc3)C(=O)C12 (centres undefined) | -4 | -1.8 | 0.3 | 7
Fc1ccccc1CSc1nnc2c(n1)OC(c1cccnc1)Nc1ccccc1-2 (centres undefined) | 3 | -0.2 | -0.1 | -10

Record cards, from the list above. Screens in order: MITF primary	GPR151 ag	FBW7 activator	TEAD-YAP block
Cc1cn(C2CCC(CO)O2)c(=O)[nH]c1=O (centres undefined) is entered as -1	0.6	-0.1	-3
O=C(Nc1ncccn1)c1cccc(C(F)(F)F)c1 is entered as -4	-0.5	-0.3	4

Only MITF primary and TEAD-YAP block, for some of the entries so far:
smiles | MITF primary | TEAD-YAP block
Cc1cn(C2CCC(CO)O2)c(=O)[nH]c1=O (centres undefined) | -1 | -3
Cc1ccc(S(=O)(=O)N2c3ccccc3-c3ccccc3S2(=O)=O)cc1 | 10 | 29
COc1ccc(CN(C(=O)c2ccccc2C(=O)O)c2ccccn2)cc1 | 18 | -47

(more compounds)
SMILES | MITF primary | GPR151 ag | FBW7 activator | TEAD-YAP block
CCc1cccc(NC(=O)CCc2c(C)nc3nc(C)nn3c2C)c1 | -13 | -0.8 | 0.2 | 2
CCOc1ccc(-n2cc(-c3ccccc3)c3c(Nc4cc(C)cc(C)c4)ncnc32)cc1 | -2 | -2.0 | -0.1 | -2
COc1ccc(/C=C2\C(=O)Nc3ccccc32)cc1OC | 20 | -0.1 | 0.0 | -34
CCOC(=O)c1sc2nc(CSc3nnnn3-c3ccccc3)[nH]c(=O)c2c1C | 0 | 0.0 | 0.2 | 8
CCC1CCCCN1C(=O)c1c[nH]c2ccc(S(=O)(=O)N(C)c3ccccc3C)cc2c1=O (centres undefined) | -4 | 0.7 | -0.3 | 11
O=C(CSCc1cccc(F)c1)NCc1ccccc1Cl | 4 | 0.0 | -0.1 | -53
Fc1ccc(-c2csc(=Nc3cccc(C(F)(F)F)c3)n2Cc2ccccc2)cc1 | -21 | -1.6 | 0.1 | 1
Cc1ccccc1-c1cc(C(=O)NC(C)c2ccccc2)c2ccccc2n1 (centres undefined) | -11 | -1.0 | 0.0 | 2
CC(=O)c1sc2nc(-c3cccs3)ccc2c1N | 51* | -0.9 | 0.2 | -28
COc1ccc2c(c1OC)C(=O)OC2Nc1ncccn1 (centres undefined) | -3 | 0.3 | 0.0 | 5
Cc1ccc(OCCNC(=O)CCc2ccccc2)cc1 | 6 | -0.1 | 0.1 | 6
O=C1NC(=O)N(c2ccc(Cl)cc2)C(=O)/C1=C/c1ccc(N2CCOCC2)o1 | 10 | 2.0 | 0.0 | -8
Cc1cc2c(cc1S(=O)(=O)N(CC(C)C)CC(C)C)OCC(=O)N2 | 0 | -1.5 | 0.4 | -11
O=C(NC12CC3CC(CC(C3)C1)C2)c1ccc(N2CCCC2)c([N+](=O)[O-])c1 | 7 | -2.3 | -0.3 | 5
O=C(Nc1ccc(N2CCOCC2)cc1)c1ccnc(-c2ccc3[nH]ccc3c2)c1 | -5 | 2.3 | 0.0 | -1
CC(=O)NNC(=O)CSc1nnc2c(C)cc3cc(C)c(C)cc3n12 | 11 | -1.3 | 0.1 | 3
COc1ccc(-n2nnnc2CN2CCN(C(=O)NC3CCCCC3)CC2)cc1 | 15 | -1.0 | 0.4 | -2
COc1cc2c(cc1OC)C(C(=O)NC(C)C)C(c1ccc(SC)cc1)N(C)C2=O (centres undefined) | 0 | -0.6 | 0.3 | 8
COc1cccc(C(=O)NNC(N)=O)c1 | -3 | 0.7 | -0.1 | -1
O=C(CS(=O)(=O)c1ccc2ccccc2c1)c1ccc([N+](=O)[O-])cc1 | -1 | -0.1 | -0.3 | 3
CCOC(=O)C(NS(=O)(=O)c1ccc(F)cc1)C(C)CC (centres undefined) | 5 | -2.2 | 0.1 | -8
O=C1/C(=C\c2ccc(-c3ccc([N+](=O)[O-])cc3)o2)SC(=Nc2ccccc2)N1Cc1ccccc1 | 5 | -0.3 | -0.5 | 12
Cc1ccc(-c2nc3ccccc3s2)cc1NC(=O)c1sc2ccccc2c1Cl | 2 | -0.9 | 0.8 | -13
CCS(=O)(=O)N1CCN(Cc2cc(OC)c(OC)cc2OC)CC1 | 37 | 2.2 | 0.2 | 6
O=C(NCCc1nnc2n1CCN(Cc1ccc(OCCO)cc1)CC2)c1cccnc1 | -3 | -0.3 | -0.1 | 5
O=S(=O)(Nc1cc(Br)c(O)c(Br)c1Br)c1ccccc1 | -12 | 1.2 | 0.0 | -8
O=C(O)CSc1nc2c(c(=O)[nH]1)CCCC2 | -2 | 2.8 | -0.2 | -5
COc1cccc(CNC(=O)C2CCN(c3nnc(N4CCCC4=O)s3)CC2)c1OC | 8 | -1.0 | -0.1 | 9
C/C(=N\O)c1ncc(C(F)(F)F)cc1Cl | 8 | -0.2 | 0.0 | -7

Part of the list above, set out differently.
O=C1/C(=C\c2ccc(-c3ccc([N+](=O)[O-])cc3)o2)SC(=Nc2ccccc2)N1Cc1ccccc1
- MITF primary = 5
- GPR151 ag = -0.3
- FBW7 activator = -0.5
- TEAD-YAP block = 12
Cc1ccc(-c2nc3ccccc3s2)cc1NC(=O)c1sc2ccccc2c1Cl
- MITF primary = 2
- GPR151 ag = -0.9
- FBW7 activator = 0.8
- TEAD-YAP block = -13
